KCNQ2 block: KCNQ2 channel blockers in CHO-K1 cells – cell-based, FluxOR thallium flux, B-score, primary screen (AID 2156). O88943. B-score at 10 µM. 20 min; stronger effect = lower value. 1.1% of 310,000 active;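 active means fluorescence ratio B-score at most minus 3 library SDs, with starting brightness B-score within 2 library SDs, cut at about -5.5 in these data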
Target sequence (O88943 whole entry, looked up): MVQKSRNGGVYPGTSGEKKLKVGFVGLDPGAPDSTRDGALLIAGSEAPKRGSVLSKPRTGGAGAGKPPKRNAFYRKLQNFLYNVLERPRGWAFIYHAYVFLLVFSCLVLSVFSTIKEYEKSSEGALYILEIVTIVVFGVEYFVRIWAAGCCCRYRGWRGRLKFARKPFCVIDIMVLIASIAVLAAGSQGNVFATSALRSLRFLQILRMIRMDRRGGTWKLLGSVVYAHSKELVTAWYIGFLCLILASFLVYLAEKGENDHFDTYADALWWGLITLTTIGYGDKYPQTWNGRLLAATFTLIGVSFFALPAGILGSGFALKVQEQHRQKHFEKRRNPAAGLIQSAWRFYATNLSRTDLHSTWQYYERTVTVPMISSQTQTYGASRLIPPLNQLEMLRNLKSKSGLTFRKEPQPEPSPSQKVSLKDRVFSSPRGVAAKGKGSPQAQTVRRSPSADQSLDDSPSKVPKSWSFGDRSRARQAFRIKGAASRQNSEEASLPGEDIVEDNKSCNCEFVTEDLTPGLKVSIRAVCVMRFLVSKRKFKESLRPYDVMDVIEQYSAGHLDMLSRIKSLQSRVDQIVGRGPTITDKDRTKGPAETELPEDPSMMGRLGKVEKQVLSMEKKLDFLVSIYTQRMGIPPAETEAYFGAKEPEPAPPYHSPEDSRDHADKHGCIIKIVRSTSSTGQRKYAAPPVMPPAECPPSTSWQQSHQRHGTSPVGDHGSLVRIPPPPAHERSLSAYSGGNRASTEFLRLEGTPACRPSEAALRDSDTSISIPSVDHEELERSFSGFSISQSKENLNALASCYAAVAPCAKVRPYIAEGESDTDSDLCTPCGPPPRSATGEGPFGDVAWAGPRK
CHT inh: inhibits the human high affinity choline transporter; Q9GZV3; CHT-expressing cells, membrane potential dye, choline response; stronger effect = lower value; B-score at 10 µM; 0.86% of 310,000 active;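 active means B-score over 3 SD under the library average, and starting fluorescence ratio not unusually high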;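 further: choline stimulus applied at its EC90 after an EC20 pre-addition; B-score computed on integrated fluorescence ratio after choline addition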
Calls only; i = inactive; nt = no result given.

entry	mol	KCNQ2 block	CHT inh
1	O=C(NC(=S)Nc1ccc(Cl)c(C(=O)O)c1)c1ccc(OCc2ccccc2)cc1	i	i
2	O=C(COc1ccccc1)N1CCN=C1SCc1ccccc1	i	i
3	Cc1ccc(-n2nc3c(=O)n(CC(=O)NCCc4ccco4)nc(C)c3c2C)cc1	i	i
4	COc1ccc(OCC(O)CN2CCCCC2)cc1 (stereo not given)	i	i
5	CC(=O)Nc1ccc(NC(=O)CC2SC(=O)N(CC(=O)c3ccccc3)C2=O)cc1 (stereo not given)	i	i
6	CC1CC(=O)NN=C1c1cccs1 (stereo not given)	i	i
7	Cc1ccccc1N1C(=O)c2cccc3c(N(C)CCO)ccc(c23)C1=O	i	i
8	N#Cc1ccccc1N/C=C/C(=O)c1ccc(Cl)cc1	i	i
9	COc1ccc(N=Cc2nc(-c3ccccc3)oc2OC(=O)c2ccccc2)cc1	i	i
10	O=C(NC1CCCCC1)C(c1ccc2ncccc2c1)N(Cc1ccco1)C(=O)c1ccc2c(c1)OCCO2 (stereo not given)	i	i

Reprinted from the part before: two compounds; new compounds follow.
entry	mol	KCNQ2 block	CHT inh
9	COc1ccc(N=Cc2nc(-c3ccccc3)oc2OC(=O)c2ccccc2)cc1	i	i
10	O=C(NC1CCCCC1)C(c1ccc2ncccc2c1)N(Cc1ccco1)C(=O)c1ccc2c(c1)OCCO2 (stereo not given)	i	i
11	CC(C)c1ccc(NC2CCCN(C(=O)c3n[nH]c4c3CCC4)C2)cc1 (stereo not given)	i	i
12	Cc1ccccc1C(=O)NCC(=O)NNC(=S)NC(=O)c1ccccc1	i	i
13	O=C(c1ccccc1)N1CCC(c2nc3c(nnn3Cc3ccccc3Cl)c(=O)[nH]2)CC1	i	i
14	Cc1ccc(CSCC(=O)NN=C2CCN(C)CC2)cc1	i	i
15	COc1ccc(-n2c(=O)c3c4c(sc3n3cnnc23)CC(C)CC4)cc1 (stereo not given)	i	i
16	CC(=O)N1N=C2c3ccccc3CCC2C1c1cccs1 (stereo not given)	i	i
17	COc1ccc(C(=O)/C(=C\c2sccc2C)c2nc3ccccc3o2)cc1	i	i
18	COc1ccc(CCNC(=O)c2n[nH]c3ccccc23)cc1	i	i
19	CCOC(=O)C1CCCN(S(=O)(=O)c2ccc(C)cc2)C1 (stereo not given)	i	i
20	C=CCn1c(SCC(=O)Nc2ncc(Cc3ccc(Br)cc3)s2)nnc1-c1ccncc1	i	i
21	COc1ccc(OC)c(CN2CCN(C(=O)CN3C(=O)NC4(CCCC4)C3=O)CC2)c1	i	i
22	CCOC(=O)c1nn(-c2cccc(OC)c2)c2nc(CC)c(C#N)c(=O)n12	i	i
23	Cc1ccc(N(CC(=O)NCc2ccc(F)cc2)C(=O)c2csnn2)c(C)c1	i	i
24	Cc1ccc(OCC(=O)N2CCc3ccccc3C2)c([N+](=O)[O-])n1	i	i
25	O=C(c1c[nH]c2ccccc12)N1CCN(c2ccccc2)CC1	i	i
26	CC(=O)Nc1ccc(OS(=O)(=O)c2c(C)cc(C)cc2C)cc1	i	i
27	COc1ccccc1NC(=S)N(Cc1ccco1)Cc1cc2cc(C)c(C)cc2[nH]c1=O	i	i
28	COC(=O)c1c(C)nn(-c2ccc(OC(F)(F)F)cc2)c1-c1snnc1C	i	i
29	COc1cc(C(=O)NCC(c2ccco2)N(C)C)cc(OC)c1OC (stereo not given)	i	i
30	C/C=C(\C)CN1CCC(Oc2ccc(C(=O)NCc3ccccn3)cc2)CC1	i	i

Filtered by structure, the compounds so far with a Cl atom (three)
entry	mol	KCNQ2 block	CHT inh
1	O=C(NC(=S)Nc1ccc(Cl)c(C(=O)O)c1)c1ccc(OCc2ccccc2)cc1	i	i
8	N#Cc1ccccc1N/C=C/C(=O)c1ccc(Cl)cc1	i	i
13	O=C(c1ccccc1)N1CCC(c2nc3c(nnn3Cc3ccccc3Cl)c(=O)[nH]2)CC1	i	i

Later entries
entry	mol	KCNQ2 block	CHT inh
31	O=c1cc([O-])[n+]2c3n1CCCN3CCC2	i	i
32	CCOc1cc(C(=O)N=c2sccn2C)cc(Br)c1OC	i	i
33	COc1cccc(C2CCCN2Cc2nc(-c3sccc3C)oc2C)c1 (stereo not given)	i	i
34	Cc1ccccc1Cn1c(C(=O)OC(C)C)cc2c1ccn2C	i	i
35	Cc1cc(Cl)ccc1C(=O)C1CCCN(C(=O)c2ccc3ncccc3c2)C1 (stereo not given)	i	i
36	CC(C)=CC1C(C(=O)Nc2ccc(S(=O)(=O)N3CCOCC3)cc2)C1(C)C (stereo not given)	i	i
37	COC(=O)c1sccc1NC(=O)CSc1ccccc1NS(=O)(=O)c1ccc(Cl)cc1	i	i
38	O=C(Nc1ccccc1F)c1ccccc1-c1ccc(C(F)(F)F)cc1	i	i
39	CCCOc1ccc(C(C)=O)cc1CN1CCOCC1	i	i
40	O=C(c1ccc(Cl)c(S(=O)(=O)N2CCCCCC2)c1)N1CCN(c2ccccn2)CC1	i	i

Overlap with the part before: 3 entries, then new ones.
entry	mol	KCNQ2 block	CHT inh
38	O=C(Nc1ccccc1F)c1ccccc1-c1ccc(C(F)(F)F)cc1	i	i
39	CCCOc1ccc(C(C)=O)cc1CN1CCOCC1	i	i
40	O=C(c1ccc(Cl)c(S(=O)(=O)N2CCCCCC2)c1)N1CCN(c2ccccn2)CC1	i	i
41	Cc1ccc(S(=O)(=O)N(CC(=O)Nc2ccccc2C(=O)O)c2cccc(Cl)c2C)cc1	i	i
42	Nc1nonc1-n1nnc(C(=O)N/N=C/c2cc(Br)ccc2O)c1CSC1=NCCS1	i	i
43	COC(=O)/C(C#N)=C/c1ccc(OC(=O)c2ccccn2)cc1	i	i
44	CS(=O)(=O)N1CCN(c2ccccc2NC(=O)c2cccs2)CC1	i	i
45	COC(=O)NNC(=O)COc1ccc2ccccc2c1Br	i	i
46	Cc1cc(N2CCCC2)nc2ccccc12	i	i
47	CSC(=CC(=O)c1ccc(F)cc1)SC	i	i
48	CCOC(Cn1c(-c2ccc(OC)cc2)nc2ccccc21)OCC	i	i
49	CCc1ccccc1NC(=O)Nc1ccsc1C(=O)OC	i	i
50	CC(=O)c1ccc(NC(=O)C2CCN(S(=O)(=O)c3cccc4nonc34)CC2)cc1	i	i
51	Cn1c(N)c(C(=O)CSc2nnc(-c3ccccc3F)n2C2CC2)c(=O)n(C)c1=O	i	i
52	O=C(C1CC1)N1CCc2cc(S(=O)(=O)NCc3ccccc3)ccc21	i	i
53	CC(C)CCNC(=O)C(CC(C)C)N(Cc1ccc2c(c1)OCO2)C(=O)c1snc(C(N)=O)c1N (stereo not given)	i	i
54	C=CCSc1n[nH]c(-c2ccc(OC)cc2)n1	i	i
55	O=C(c1ccco1)N1CCN(C(=O)C2CCN(S(=O)(=O)c3cccs3)CC2)CC1	i	i
56	CCc1nc(SCC(=O)Nc2ccccc2)c2c(=O)n(C)c(=O)n(C)c2n1	i	i
57	CC(=O)c1ccc(S(=O)(=O)Nc2cccc(-c3ccc(N4CCOCC4)nn3)c2)cc1	i	i
58	O=[N+]([O-])c1ccc(S(=O)(=O)N2CCC3(CC2)OCCN3S(=O)(=O)c2cccs2)cc1	i	i
59	Cn1c(=O)n(C)c2cc(NC(=O)CCl)ccc21	i	i
60	Cc1cc(N2CCN(C)CC2)nc2ccc(NC(=S)NC3CC3)cc12	i	i
61	O=C(c1cc2ccccc2oc1=O)N(Cc1ccccc1)Cc1ccc2c(c1)OCO2	i	i
62	COc1ccc(C2/C(=C(\O)c3cc(C)ccc3C)C(=O)C(=O)N2CCN(C)C)cc1OC (stereo not given)	i	i
63	CC(=O)NC1=NN(C(C)=O)C(C)(c2ccc(Cl)s2)S1 (stereo not given)	i	i
64	O=C(Nc1cc(F)ccc1F)N1CCN(c2ccnc3cc(Cl)ccc23)CC1	i	i
65	CCOC(=O)c1ccc(CNC(=O)C2CCCCC2C(=O)OCC(F)(F)F)o1 (stereo not given)	i	i
66	O=C(Nc1nnc(-c2ccco2)o1)c1ccc(S(=O)(=O)N2CCCC2)cc1	i	i
67	O=C(O)c1ccc(CNCc2ccc(F)cc2)cc1	i	i
68	COc1ccc(-n2c(SCC(=O)NCc3ccco3)nc3c([nH]c4ccccc43)c2=O)cc1	i	i
69	Nn1cc(-c2ccccc2)nc1SCC(=O)Nc1ccc(S(N)(=O)=O)cc1	i	i
70	O=C(Nc1nnc(Cc2ccccc2)s1)c1ccccc1	i	i
71	CCCOc1ccc(N2CC(C(=O)NC(C)C)CC2=O)cc1 (stereo not given)	i	i
72	CC(C)CCNC(=O)NC(=O)COc1c(F)c(F)cc(F)c1F	i	i
73	O=C(Nc1ccc2c(c1)OCO2)N1CCN(C/C=C/c2ccccc2)CC1	i	i
74	c1ccc(-c2ncc(CSc3nncn3-c3ccccc3)s2)cc1	i	i
75	COc1ccc(CNC(=O)c2cc(-c3ccco3)on2)cc1	i	i
76	CNC(=O)COC(=O)c1cc(-c2ccco2)nc2ccccc12	i	i
77	Cc1ccccc1S(=O)(=O)Cc1ccc(C(=O)NCc2ccc(F)cc2)o1	i	i
78	CCCCCC(=O)Nc1ccc2oc(-c3cncc(Br)c3)nc2c1	i	i
79	OC(COc1ccc(F)cc1Cl)CN1CCC(Cc2ccccc2)CC1 (stereo not given)	i	i
80	N#CC1C=Cc2ccccc2N1C(=O)c1ccccc1 (stereo not given)	i	i
81	CCCCOC(=O)CSc1nnc(N)s1	i	i
82	CC(SCC(=O)Nc1ccc(F)cc1)c1nc2ccccc2c(=O)[nH]1 (stereo not given)	i	i
83	Cc1ccc(/C=N/n2c(-c3cccs3)n[nH]c2=S)cc1	i	i
84	Cc1ccc(F)c(NC(=S)Nc2cccc3ccccc23)c1	i	i
85	CC(C)(C)C(=O)O/N=C(\N)c1ccc([N+](=O)[O-])s1	i	i
86	O=C(NCCc1ccccc1)C(=O)NCC1CCCN1S(=O)(=O)c1cccs1 (stereo not given)	i	i
87	COc1ccc(/C=N/n2cnc3c([nH]c4ccccc43)c2=O)cc1COc1ccccn1	i	i
88	COC(=O)c1ccc(CN2C(=O)NC(Cc3c[nH]c4ccccc34)C2=O)cc1 (stereo not given)	i	i
89	O=C(c1ccc(CS(=O)(=O)c2c(Cl)cccc2Cl)o1)N1CCN(c2ccccn2)CC1	i	i
90	COCCN(C(=O)COC(=O)/C=C/c1ccco1)c1c(N)n(Cc2ccccc2)c(=O)[nH]c1=O	i	i

The results go on.
entry	mol	KCNQ2 block	CHT inh
91	O=C(NCc1cccc(F)c1)c1ccc(N2C(=O)Cn3c(cc4sccc43)C2=O)cc1	i	i
92	O=C(CCC(=O)N1CCCc2ccccc21)N1CCN(S(=O)(=O)c2ccccc2)CC1	i	i
93	CCn1c(Oc2ccc(F)cc2)nc2c1c(=O)n(C)c(=O)n2C	i	i
94	CN1CCC(=NNC(=O)C(=O)NC2CCCC2)CC1	i	i
95	CC(C)C(=O)Nc1nnc(Sc2ccc(N(C)C)cc2)s1	i	i
96	COc1cc(C(=O)N2CCC(c3nc(-c4cccnc4)no3)CC2)cc(OC)c1OC	i	i
97	COc1ccccc1OCC(=O)NCc1n[nH]c(=O)c2ccccc12	i	i
98	CCC(=O)NC(c1ccccc1)c1c(O)ccc2ccccc12 (stereo not given)	i	i
99	CC(=O)N1CCc2cc(S(=O)(=O)NCC(=O)NCc3ccc(Cl)cc3)ccc21	i	i
100	COc1cccc(C(C(=O)NC2CCCC2)N(CC2CCCO2)C(=O)Cc2cccs2)c1 (stereo not given)	i	i
101	COc1ccc(-n2c(=O)c3c(C)c(C)sc3n(Cc3ccc(F)cc3)c2=O)c(OC)c1	i	i
102	Nn1c(SCC(=O)Nc2ccc3c(c2)OCO3)nnc1-c1ccncc1	i	i
103	Cc1ccc(S(=O)(=O)N2CCC(=O)N(C(COCc3cccc(C(F)(F)F)c3)C(C)C)CC2)cc1 (stereo not given)	i	i
104	CCOC(=O)N1CCC(N2CC34C=CC(O3)C(C(=O)Nc3ccc(C(C)C)cc3)C4C2=O)CC1 (stereo not given)	nt	i
105	O=C(COc1ccccc1)Nc1ccc(NC(=O)c2ccco2)cc1	i	i
106	Cc1ccc(S(=O)(=O)c2nc(S(C)(=O)=O)sc2N2CCC(C)CC2)cc1	i	i
107	Nc1nccnc1C(=O)OCC(=O)c1ccc[nH]1	i	i
108	COC(=O)c1ccccc1NC(=O)NCc1ccc2c(c1)OCO2	i	i
109	Cc1ccc(-c2[nH]nc3c2C(c2ccoc2)C(C#N)=C(N)O3)cc1C (stereo not given)	i	i
110	O=C(NN1C(=O)c2ccc3c4c(ccc(c24)C1=O)CC3)c1ccc(Br)cc1	i	i
111	N#C/C(=C\c1cccnc1)C(=O)Nc1ccc(S(N)(=O)=O)cc1	i	i
112	CC(=O)N1c2ccc(S(=O)(=O)CCC(=O)O)cc2CC1C (stereo not given)	i	i
113	COc1ccc(-c2cn[nH]c2-c2ccc(O)cc2O)cc1OC	i	i
114	CC(Oc1ccccc1)C(=O)OCC(=O)NC(=O)NCc1ccco1 (stereo not given)	i	i
115	O=C(Nc1cccc2nsnc12)C1CC(=O)N(c2ccccc2)C1 (stereo not given)	i	i
116	CCN(CC)CCSc1nnc2c3cc(C)ccc3n(Cc3ccccc3)c2n1	i	i
117	Cc1cc(C)nc(N(C#N)Cc2ccc([N+](=O)[O-])cc2)n1	i	i
118	CC(C)N1C(=O)S/C(=C\c2ccc(-c3ccc(Cl)c(C(=O)O)c3)o2)C1=O	i	i
119	Cc1ccc2c(=O)[nH]c(Nc3nc(C)cc(-c4ccccc4)n3)nc2c1	i	i
120	C=CCN(c1nc(C)c(Br)c(OC)n1)S(=O)(=O)c1ccc(C)cc1	i	i
121	CCOC(=O)c1c(NC(=O)/C=C/c2ccc3c(c2)OCO3)sc(C)c1CC	i	i
122	COC(=O)C1CCN(C(=O)/C(C)=C\c2ccccc2)CC1	i	i
123	O=C(COc1ccc2c(-c3ccccc3)cc(=O)oc2c1)NCCCN1CCOCC1	i	i
